Pf Dd2 inh: blocks in vitro growth of P. falciparum Dd2; P. falciparum Dd2 growth, SYBR Green, 72 h; Potency, µM (highest dose often 28.9 µM), without a hit: at the highest dose activity, negative = inhibition, hits mostly inhibitors; actives 4.3% (n = 120,000); AID 1347417; active = well fitted inhibition curve with a large enough effect; inconclusive = small, poorly fitted or top-dose-only effect; inactive = no such curve, though single readings can be large or run the other way;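 note: plate controls were DMSO vehicle for no effect and reference drug for full effect; nearly all actives have a fitted effect of over 65% in size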
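Infected erythrocytes (Dd2, 0.3% parasitemia, 2.5% hematocrit final) are added to compound in RPMI-1640/Albumax II medium, grown 72 h at 37C in low oxygen, then lysed with saponin/Triton-X containing SYBR Green and read by fluorescence.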
The depositor's hits bear a star; i = inactive; u = inconclusive; [ ] = another dose, or the depositor's remark. Potency is the fitted concentration of half-maximal effect. An excerpt, so the mix of outcomes need not match the whole.

SMILES	Pf Dd2 inh
CCN1c2cc(C(=O)Nc3ccc(F)cc3)ccc2C(=O)N2CCCC21 (stereo not given)	u
COc1ccc(-c2cn(C[C@H]3CC4CCN3C[C@@H]4C(=O)N3CCCC3)nn2)cc1 (stereo not given in full)	23%[44.1 µM]
CCOc1ccc(C(=O)N2CCC(Cc3nc(-c4ccc(F)cc4)no3)CC2)cc1OCC	5µM*
CC(C)(C)C1CCc2oc3ccc(NS(=O)(=O)c4ccc(C(=O)O)cc4)cc3c2C1 (stereo not given)	0%
CCCn1ccnc1CN1C[C@@H](NC(=O)c2ccon2)C[C@H]1C(=O)NCC	-3%
O=C(c1cc2c(s1)CN(C1CCCC1)C2)N1CCCN(c2ncccn2)CC1	u
Cc1ncoc1C(=O)N[C@@H]1CN(Cc2ccccc2)C[C@H]1CN(C)C	i
CC(C)(C)C(=O)N[C@H]1CO[C@H]2[C@@H]1OC[C@@H]2Nc1nccc(-c2cccc(C#N)c2)n1	i
O=c1n(-c2ccc(C(F)(F)F)cc2)nc2n1CCN(Cc1cncs1)C2	-12%
O=C1NC2(CCN(S(=O)(=O)c3cccs3)CC2)Oc2ccccc21	u
Cc1ccc(S(=O)(=O)NCCc2nnc3ccc(SCc4ccccc4C)nn23)cc1	7.9µM*
O=[S+]([O-])(NCC1CN(Cc2ccc3[nH]ccc3c2)CC12CN(c1ccccc1)C2)c1ccccc1 (stereo not given)	i
O=C(CSc1nnc2scc(-c3ccc(Cl)cc3)n12)Nc1ccccc1F	-11%
CCn1ccc(C(=O)N2CCC(c3n[nH]c(=O)n3-c3ccc(C)cc3)CC2)n1	1%
O=C(NCc1nnc2ccc(-c3ccccc3)nn12)c1ccco1	-10%
CCNC(=O)[C@@H]1C[C@H](N)CN1S(=O)(=O)c1cnn(CC)c1C	-9%
COc1ccc(-c2cnc3[nH]cc(CC(=O)N4CCC(OC)CC4)c3c2)cc1	u
Cc1nnc(-c2cc(-c3cccc(CO)c3)ccn2)n1Cc1ccccc1	-3%[44.1 µM]
O=C(c1ccc(F)cc1)N1CCCN(c2nc3ncccc3o2)CC1	-1%[44.1 µM]
CN(Cc1nc(C2CC2)no1)C(=O)c1cccc(CC2CCNCC2)c1	-7%
Cc1ccc(C(=O)N2CCN(c3cc(-c4cccs4)[nH]n3)CC2)cc1C	i
C=CCOc1c(Cl)cc(CNC(C)Cn2cccn2)cc1OC (stereo not given)	u
O=C(NCCc1noc(C2CC2)n1)NC1CCCC1	-23%
COc1ccc(CNC(=O)c2ccc(NC(=O)N3CCCCc4ccccc43)cc2)cc1	-23%
CCOc1ccc(C(=O)NCC(c2ccco2)S(=O)(=O)c2cccs2)cc1 (stereo not given)	i
Next section:
SMILES	Pf Dd2 inh
COc1ccc(C(=O)NC2CCN(C(=O)N3CC4CC(C3)[C@H]3CCCC(=O)N3C4)CC2)cc1F (stereo not given in full)	u
CCOc1ccc(NC(=O)CSc2nc3c(oc4ccccc43)c(=O)n2-c2cc(C)cc(C)c2)cc1	17%
CC(C)NC(=O)N1CCN(c2cc(Cl)ncn2)C(=O)C1	-11%[44.1 µM]
COCCn1cnnc1CCNC(=O)c1oc2cc(OC)ccc2c1C	-22%
COc1ccc(CNC(=O)c2nnn3cc(C)[nH]c(=O)c23)cc1	-28%
CCN(CC)S(=O)(=O)c1ccc(C(=O)N=c2sc3cccc(OC)c3n2C)cc1	15%
CCOC(=O)c1cc(S(=O)(=O)N2CCN(c3cccc(C)c3)C(C)C2)[nH]n1 (stereo not given)	-21%
CCCN(C)c1nccnc1OC1CCN(C(=O)c2ccnn2C)C1 (stereo not given)	9%
COC[C@H]1CCCN1C(=O)CC[C@H]1CNC(=O)[C@@H]2[C@@H](CCN2Cc2ccc(S(C)(=O)=O)cc2)N1C	14%
O=C(CSC1=Nc2ccccc2C2=NC(Cc3ccccc3)C(=O)N12)Nc1ccccc1F (stereo not given)	u
Cc1csc(NC(=O)c2nc3c(o2)CCN(Cc2ccc(C#N)cc2)CC3)n1	i
COc1cccc(NCc2nnc(C(=O)N3CCC[C@@H]3c3ccc(Br)cc3)n2Cc2ccccc2)c1	u
C=CCNC(=O)N[C@H]1CO[C@H]2[C@@H]1OC[C@@H]2Nc1nccc(C(C)(C)C)n1	-1%[44.1 µM]
CC1=C[C@@H](CNCc2ccccn2)[C@H](C(C)C)C[C@H]1Cc1nnc(-c2ccccc2F)o1	3.2µM*
CCSc1nc2ccccc2c(OCc2cc(C(=O)OC)ccc2OC)c1C(=O)OC	-9%
Cc1nc(N2CCC(NC(=O)c3nn(C)c4ccccc34)CC2)cc(C(F)(F)F)n1	i
CN(Cc1ccc(Oc2ncccn2)cc1)CC1CCN(CCc2ccc(F)cc2)CC1	u
CC1(COCC2CC2)COc2ccc(C(=O)NCc3ccc4c(c3)OCO4)cc2N1 (stereo not given)	i
CCN(CC)S(=O)(=O)c1ccc2c(c1)nc(CN(C)C(=O)Nc1ccc(C)c(F)c1)n2C	i
COCC(=O)Nc1nc2c(s1)C[C@@H]1[C@](C)(CO)[C@H](O)CC[C@@]1(C)[C@@H]2CC(=O)NCc1ccccc1	u
COC(=O)c1ccc(CN2C(=O)[C@@H]3C[C@@H](O)CN3C3(CN(Cc4ccccc4Cl)C3)C2=O)cc1	u
Cc1cccc(C(=O)N2CCCCCNC(=O)[C@@H]3CCC[C@@H]32)c1	-17%
COC(=O)CC1Oc2ccc(F)cc2-n2cc(-c3ccc(Cl)cc3)nc21 (stereo not given)	11µM*
Cc1noc(C)c1CC(=O)N1CCCC(c2noc(COc3ccccc3F)n2)C1 (stereo not given)	-3%
COc1ccc2c(c1)c1c(c(=O)n(-c3ccccc3C)c(=O)n1Cc1c(F)cccc1Cl)n2C	i

3 entries from above, ordered by formula weight, low to high:
SMILES	Pf Dd2 inh
COc1ccc(CNC(=O)c2nnn3cc(C)[nH]c(=O)c23)cc1	-28%
COCCn1cnnc1CCNC(=O)c1oc2cc(OC)ccc2c1C	-22%
Cc1noc(C)c1CC(=O)N1CCCC(c2noc(COc3ccccc3F)n2)C1 (stereo not given)	-3%

Continued:
SMILES	Pf Dd2 inh
CC(C)C1CN(CC2CCC(N)CC2)CCC(=O)N1Cc1ccc(F)cc1 (stereo not given)	-14%
O=C(CCc1ccccc1)N1CCC(c2n[nH]c(=O)n2Cc2ccc(F)cc2)CC1	-8%
COc1cccc(N2C(=O)NC(=NC3CCCC3)C23CCN(Cc2ccccc2)C3)c1 (stereo not given)	u
COC(=O)C1=C(C)N=C2SC=C(CC(=O)N3CCC(C)CC3)N2C1c1cccc(OC)c1 (stereo not given)	-21%
CCOc1ccc(CCNC(=O)c2cn(CC)c3ccc(S(=O)(=O)N4CCc5ccccc5C4)cc3c2=O)cc1OCC	u
O=C(c1cccc(Cl)c1)N1CCC(c2nn(-c3ccc(F)cc3)c(=O)[nH]2)CC1	u
O=[S+]([O-])(Nc1ccccc1)c1ccc2c(c1)OCCN(Cc1ccc(F)cc1)C2	u
CC(C)(C)OC(=O)N1CCC(c2c(C(=O)NCCN3CCOCC3)cnn2-c2ccc(F)cc2)CC1	u
CCC(C)NC(=O)c1ccc(-c2nnc3ccc(NC(=O)C4CC4)cn23)cc1 (stereo not given)	u
O=C(Cn1ccn2nc3c(c2c1=O)CCCCC3)Nc1ccc2c(c1)OCO2	23%
CC(C)CNC(=O)C1COC2(CCN(C(=O)c3ccc(F)cc3F)CC2)N1C(=O)c1ccccc1 (stereo not given)	-24%
CN1CC(=O)N(C2CCCNCC2)Cc2c(NCc3cccc(Cl)c3)ncnc21 (stereo not given)	-16%
CCN(C(=O)CCC(=O)N1CCC(C)(c2noc(C)n2)CC1)c1ccccc1	27%
CCc1ccc(C2N=C(N)Nc3nc4ccccc4n32)cc1 (stereo not given)	u
Cc1c(C(=O)Nc2ccc(F)cc2F)sc2nc3n(c(=O)c12)N=C(c1ccccc1)CS3	u
CC(=O)c1cccc(NC(=O)CN2C(=O)CC(c3ccc(C)cc3C)=Nc3ccccc32)c1	i
O=C([C@@H]1C[C@H](Oc2cccnc2)CN1C(=O)c1ccsc1)N1CCOCC1	-1%
COC(=O)[C@@H]1Cc2ncn(Cc3ccc(OC)cc3)c2CN1C(=O)CC(C)(C)CC(=O)O	u
O=C(CCNS(=O)(=O)c1ccc2c(c1)CCCC(=O)N2)NCc1ccc(Cl)cc1	22%
Cc1ccc(CNC(=O)CCSCc2ccccc2F)cc1	51%[activator]
O=C(NC1CC(=O)N(c2ccccc2)C1)C(c1ccccc1)c1ccccc1 (stereo not given)	i
Cc1cccc(CSc2ccc(-c3cccs3)nn2)c1	-13%
O=C(NCc1ccc(Cl)cc1)[C@@H]1Cc2nc[nH]c2CN1Cc1cc2ccccc2o1	u
COC(=O)c1ccccc1NC(=O)Cn1c(=O)cc(C)c2c(C)nn(C)c21	37%[activator]
COCCC1(NS(C)(=O)=O)CCN(C(=O)c2ocnc2C)CC1	16%

4 of these compounds, reformatted:
Compound: COCCC1(NS(C)(=O)=O)CCN(C(=O)c2ocnc2C)CC1
  Pf Dd2 inh = 16%
Compound: CC(=O)c1cccc(NC(=O)CN2C(=O)CC(c3ccc(C)cc3C)=Nc3ccccc32)c1
  Pf Dd2 inh = i
Compound: COc1cccc(N2C(=O)NC(=NC3CCCC3)C23CCN(Cc2ccccc2)C3)c1 (stereo not given)
  Pf Dd2 inh = u
Compound: CN1CC(=O)N(C2CCCNCC2)Cc2c(NCc3cccc(Cl)c3)ncnc21 (stereo not given)
  Pf Dd2 inh = -16%

(continued)
SMILES	Pf Dd2 inh
COc1ccc(C(=O)Nc2ccc(C(O)[C@H]3COCC(=O)N3CC(C)C)cc2)cc1 (stereo not given in full)	i
O=C(CCNS(=O)(=O)c1ccc(Br)s1)Nc1ccc(Br)cc1	i
O=C(Nc1ccc(F)cc1F)N1CCC(OC2CCN(Cc3ccccc3)CC2)CC1	i
CCc1nc(-c2c3n(c(=O)n(Cc4ccc(C(=O)OC)o4)c2=O)CCCC3)no1	-12%
CSc1ccc(-c2nnc(NC(=O)c3ccc4c(c3)OCCO4)o2)cc1	45%[activator]
Cc1ccccc1[C@H]1C[C@@H](O)[C@@H](O)[C@@H]1NS(=O)(=O)c1ccc(C(F)(F)F)cc1	-24%[44.1 µM]
CCC(Cc1ccccc1)NC(=O)c1oc(=O)c2ccccc2c1-c1ccccc1 (stereo not given)	22%
COc1ccc(-c2cn3nc(N4CCC(C(=O)Nc5cccc(OC)c5)CC4)sc3n2)cc1	u
CN(C)c1cnn(CC(=O)N2CCCC(c3ccc(Cl)cc3)C2)c(=O)c1 (stereo not given)	-26%
CCNC(=O)C1CCCN(S(=O)(=O)c2ccccc2)CCC(=O)NCC1 (stereo not given)	u
O=C(C1CC1)N1CCN(C2CCN(Cc3cccnc3)C2=O)CC1 (stereo not given)	8%
CN(Cc1ccccc1)c1ccc(C(=O)N2CCC(CN3CCCC3=O)CC2)cn1	-11%
COc1ccc(-c2cc(N3CCN(C(=O)Cc4ccc(Br)cc4)CC3)n[nH]2)cc1	u
Cc1noc(-c2cn(C3CCN(C(=O)COc4ccc(F)cc4)C3)nn2)n1 (stereo not given)	u
Cc1cnc(CC2CCN(C(=O)NC(C)C)CC2)n1Cc1ccc(F)cc1	i
COCCOCC(=O)N1CCCCCCNC(=O)[C@@H]2C[C@@H](c3nc(Cc4ccccc4)no3)C[C@@H]21	i
COCCN1C(=O)c2cccn2CC1CNC(=O)CCc1c[nH]c2ccccc12 (stereo not given)	u
Cn1nc(C2CCCN(C(=O)NC3CCCC3)C2)n(C2CCCC2)c1=O (stereo not given)	3%
CNC(=O)C1(N2CCC[C@H]2C(=O)NCc2ccccc2)COC1	-13%[44.1 µM]
C[S+](=O)([O-])c1ccc(OCC2CN(Cc3ccccc3)C(=O)c3c(ccnc3-c3ccc(OCC(=O)O)cc3)O2)cc1 (stereo not given)	12%
Cc1cnc(C(=O)N[C@@H]2CCC[C@@H]2C(=O)Nc2cccc(F)c2C)cn1	i
O=C(Cn1nc2c(cc1=O)CCCCC2)NCCc1nnc2ccccn12	-11%
O=C(Cn1ncnn1)N1CCN(Cc2cnc[nH]2)CC(O)C1 (stereo not given)	0%
Cc1nn(-c2ccccc2)c(Oc2ccc(F)cc2F)c1CCC(=O)NC(C)C	-17%
COc1cccc(S(=O)(=O)N2CCN(C3CCN(C)C3=O)CC2)c1 (stereo not given)	17%
Continued.
SMILES	Pf Dd2 inh
O=C(NC1CCCCC1)NC1CCc2nn(CC3CC3)c(=O)n2CC1 (stereo not given)	-19%
CCn1nccc1C(=O)N1CCC2(CC1)NC(=O)N(c1ccc(F)cc1)N2	14%
COc1ccc(-c2cc([C@H]3CN4CC[C@H]3C[C@@H]4CNC(=O)Nc3ccccc3)n(C)n2)cc1OC	5.6µM*
COc1ccc(OC)c(NC(=O)CSc2ccnc(=O)[nH]2)c1	15%
Cc1ccc2c(=O)cc(C(=O)Nc3ccc(S(=O)(=O)Nc4onc(C)c4C)cc3)oc2c1	u
COc1ccc(OC)c(NC(=O)C2CCc3nc(N4CCN(C(C)=O)CC4)sc3C2)c1 (stereo not given)	u
O=C(NC1(C(F)(F)F)N=C(c2ccccc2)N(C2CCCCC2)C1=O)c1ccc(F)cc1 (stereo not given)	u
O=C(NC[C@H]1O[C@H](Cc2cc(-c3ccc(F)cc3)on2)CC[C@@H]1O)NC1CCCCC1	u

A portion of the results above, as a working copy:
SMILES	Pf Dd2 inh
COc1ccc(OC)c(NC(=O)CSc2ccnc(=O)[nH]2)c1	15%
Cc1ccc2c(=O)cc(C(=O)Nc3ccc(S(=O)(=O)Nc4onc(C)c4C)cc3)oc2c1	u
COc1ccc(OC)c(NC(=O)C2CCc3nc(N4CCN(C(C)=O)CC4)sc3C2)c1 (stereo not given)	u
O=C(NC1(C(F)(F)F)N=C(c2ccccc2)N(C2CCCCC2)C1=O)c1ccc(F)cc1 (stereo not given)	u
O=C(NC[C@H]1O[C@H](Cc2cc(-c3ccc(F)cc3)on2)CC[C@@H]1O)NC1CCCCC1	u
